Bioassay records (PubChem)
IDH1 mut inh: blocks human IDH1 R132H reductase activity; diaphorase/resazurin fluorescence, 60 min; actives 0.18% (n = 70,000); AID 624101; O75874; inhibition, % at 10 µM; in the data active = inhibition above about 34%;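 note: 0% = DMSO and 100% = no enzyme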
Target sequence (O75874 whole entry R132H): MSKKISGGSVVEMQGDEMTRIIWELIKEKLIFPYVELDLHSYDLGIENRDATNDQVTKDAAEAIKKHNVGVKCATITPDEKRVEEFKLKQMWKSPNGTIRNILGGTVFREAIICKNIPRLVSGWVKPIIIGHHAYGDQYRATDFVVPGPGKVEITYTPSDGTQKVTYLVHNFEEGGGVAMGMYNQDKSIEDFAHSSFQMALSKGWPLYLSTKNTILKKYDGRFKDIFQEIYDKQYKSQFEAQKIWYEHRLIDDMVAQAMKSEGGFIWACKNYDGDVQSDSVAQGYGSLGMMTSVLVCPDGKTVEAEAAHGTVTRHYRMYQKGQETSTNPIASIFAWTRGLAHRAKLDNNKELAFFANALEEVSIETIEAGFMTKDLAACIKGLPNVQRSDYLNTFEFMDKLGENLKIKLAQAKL
PRC2 inh: blocks human EZH2/PRC2 H3K27 methylation. AID 651548. DELFIA TRF, 1 h. actives 0.35% (n = 57,000). inhibition, % at 12.5 µM;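 active = mean inhibition of replicates at least 50% and every single replicate also reaching 50%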;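 note: dimethyl H3K27 on biotinylated H3 21-44 peptide detected by antibody; plate controls were median neutral control wells for no effect and median positive control wells for full effect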
An asterisk follows results filed as active; · = no result given. A portion of the library (hit frequency here may not be typical).

Values run as follows: IDH1 mut inh | PRC2 inh
- C=CCc1cccc2cc(C(=O)NCCN3CCOCC3)c(=O)oc12
  0.0 | 4
- COc1ccc(S(=O)(=O)N(C)C[C@H]2Oc3ccc(NC(=O)Nc4ccc5c(c4)OCO5)cc3CC(=O)N([C@H](C)CO)C[C@H]2C)cc1
  0.3 | ·
- C[C@@H]1CN([C@@H](C)CO)S(=O)(=O)c2ccc(C#Cc3ccncc3)cc2O[C@@H]1CN(C)S(=O)(=O)c1ccccc1
  -0.7 | ·
- Cc1cccc(S(=O)(=O)N(C)C[C@@H]2OCc3ccccc3-c3ccccc3C(=O)N([C@@H](C)CO)C[C@@H]2C)c1
  · | -17
- C[C@@H]1CN([C@@H](C)CO)C(=O)c2cccc(NC(=O)c3ccncc3)c2O[C@H]1CN(C)C(=O)Nc1ccc(F)cc1
  · | 5
- C[C@@H]1CCCCO[C@@H](CN(C)Cc2ccncc2)[C@H](C)CN([C@@H](C)CO)C(=O)c2cc(NC(=O)Nc3ccccc3)ccc2O1
  2.4 | -3
- CCO[C@@H]1OC(C(=O)N2CCN(C)CC2)=C[C@H](c2ccc(C(F)(F)F)cc2)[C@H]1CCCO
  · | 8
- C[C@@H]1CCCCO[C@@H](CN(C)CC2CCCCC2)[C@@H](C)CN([C@@H](C)CO)C(=O)c2cc(NS(=O)(=O)c3cn(C)cn3)ccc2O1
  9.1 | ·
- COc1ccc(Cl)cc1NC(=O)CSc1nnc(-c2cc3cc(Br)ccc3o2)n1C
  0.5 | 8
- C[C@H](CO)N1C[C@H](C)[C@H](CN(C)Cc2ccc(C(=O)Nc3ccccc3N)cc2)Oc2ccc(NC(=O)CCN3CCOCC3)cc2CC1=O
  0.2 | -14
- C[C@@H]1CN([C@@H](C)CO)C(=O)c2cc(C#CC3CC3)cnc2O[C@@H]1CN(C)C
  -1.6 | -4
- OCC1(CO)COC(COc2ccccc2)=N1
  0.2 | 5
- C[C@H]1CN([C@@H](C)CO)C(=O)c2cc(NS(C)(=O)=O)ccc2O[C@@H]1CN(C)Cc1ccc(Cl)c(Cl)c1
  0.1 | 5
- Cc1ccc(N(C(C)C(=O)Nc2cc(Cl)cc(Cl)c2)S(C)(=O)=O)cc1 (centres undefined)
  -0.5 | 12
- COc1cc(C(=O)OC[C@@]2(O)CO[C@H](OC3C(CO)OC(OC(C)/C=C/C4(O)C(C)CC(O)CC4(C)C)C(O)C3O)[C@@H]2O)cc(OC)c1O (some centres undefined)
  -0.5 | ·
- O=C(C[C@@H]1CC[C@H](NS(=O)(=O)c2ccc(F)cc2)[C@H](CO)O1)NCc1ccncn1
  0.0 | -17
- Cc1cc(OC(=O)c2c(C)cc(O)cc2O)cc(O)c1C(=O)O
  0.2 | 4
- O=C(CC1NC2CCCCC2NC1=O)Nc1cccc(C(F)(F)F)c1 (centres undefined)
  0.1 | -6
- O=C(NCC[C@@H]1CC[C@H](NS(=O)(=O)c2cccc(F)c2)[C@@H](CO)O1)C1CC1
  0.2 | 6
- O=C(N[C@@H]1CC[C@@H](CCNS(=O)(=O)c2cccc(Cl)c2)O[C@H]1CO)c1ccncc1
  -0.5 | 6
- COC(=O)c1c(NC(=O)COc2ccccc2)sc(C(N)=O)c1C
  0.3 | 8
- CO[C@H]1CN(C)C(=O)c2cc(NC(=O)C3CCCC3)ccc2OC[C@H](C)N(C(C)=O)C[C@@H]1C
  · | -5
- C[C@H](CO)N1C[C@H](C)[C@H](CN(C)CC2CC2)OCc2ccccc2-c2c(n(C)c3ccccc23)C1=O
  0.5 | -34
- CC(C)CC#Cc1ccc2c(c1)O[C@H](CN(C)C(=O)c1ccccc1)[C@@H](C)CN([C@H](C)CO)S2(=O)=O
  1.8 | 1
- C[C@@H]1CCCCO[C@H](CN(C)C(=O)c2ccncc2)[C@H](C)CN([C@@H](C)CO)C(=O)c2cc(NC(=O)c3ccncc3)ccc2O1
  2.9 | ·
- COc1ccc(NC(=O)Nc2ccc3c(c2)C(=O)N([C@H](C)CO)C[C@H](C)[C@@H](CN(C)C(=O)Nc2ccc4c(c2)OCO4)OCCCC[C@@H](C)O3)cc1
  0.9 | ·
- COc1ccc(CN(C)C[C@@H]2Oc3c(NC(=O)NC(C)C)cccc3C(=O)N([C@H](C)CO)C[C@@H]2C)cc1
  0.3 | 7
- Cc1ccc(S(=O)(=O)Nc2ccc3c(c2)CC(=O)N([C@@H](C)CO)C[C@H](C)[C@@H](CN(C)C(=O)Nc2ccc4c(c2)OCO4)O3)cc1
  0.0 | ·
- C[C@@H]1CCCCO[C@H](CN(C)C(=O)C2CCCCC2)[C@@H](C)CN([C@H](C)CO)C(=O)c2cc(NC(=O)CCCCCC(=O)Nc3ccccc3N)ccc2O1
  -0.6 | -23
- Cc1noc(C)c1S(=O)(=O)N(C)C[C@@H]1OCCCC[C@@H](C)Oc2ccc(NC(=O)Nc3cccc4ccccc34)cc2C(=O)N([C@H](C)CO)C[C@H]1C
  1.4 | ·
- C[C@@H]1CN([C@H](C)CO)C(=O)c2cc(NC(=O)CCC(F)(F)F)ccc2O[C@H]1CN(C)Cc1ccc(Cl)c(Cl)c1
  · | -13
- C[C@H](CO)N1C[C@H](C)[C@H](CN(C)C(=O)Nc2ccc3c(c2)OCO3)Oc2ccc(NC(=O)CCCCCC(=O)Nc3ccccc3N)cc2CC1=O
  2.4 | -26
- COc1ccc(NC(=O)Nc2ccc3c(c2)[C@@H]2C[C@@H](CC(=O)NCC(F)(F)F)O[C@@H](CO)[C@@H]2O3)cc1
  -1.0 | 6
- Cc1noc(C)c1NC(=O)N[C@H]1CC[C@H](CC(=O)NCc2ccc(Cl)c(Cl)c2)O[C@@H]1CO
  0.1 | -7
- C[C@@H]1CN([C@@H](C)CO)C(=O)c2cccc(NC(=O)C3CC3)c2O[C@@H]1CN(C)C(=O)NC1CCCCC1
  -0.3 | 1
- COc1ccc(-c2cnc3c(c2)C(=O)N([C@H](C)CO)C[C@@H](C)[C@H](CN(C)C(=O)Cc2ccccc2)O3)cc1
  -0.3 | ·
- CO[C@@H]1CN(C)C(=O)c2ccc(NC(C)=O)cc2OC[C@H](C)N(C(=O)c2ccccn2)C[C@H]1C
  0.4 | -1
- CCn1c(SCc2cccc(OC)c2)nnc1-c1cccnc1
  0.0 | 8
- COc1ccccc1C#Cc1cnc2c(c1)C(=O)N([C@H](C)CO)C[C@@H](C)[C@H](CN(C)C(=O)CC1CC1)O2
  · | -2
- CC(C)NC(=O)Nc1ccc2c(c1)CC(=O)N([C@H](C)CO)C[C@H](C)[C@H](CN(C)Cc1ccc(C(F)(F)F)cc1)O2
  -0.5 | ·
- O=C(N[C@H]1CC[C@H](CCNC(=O)C2CCCCC2)O[C@H]1CO)c1ccncc1
  -0.3 | -40
- C[C@@H]1CCCCO[C@H](CN(C)C(=O)CCC(F)(F)F)[C@H](C)CN([C@@H](C)CO)C(=O)c2cc(NS(=O)(=O)c3ccc(F)cc3)ccc2O1
  2.4 | ·
- CC(C)NC(=O)N(C)C[C@H]1Oc2ccc(NC(=O)CCC(F)(F)F)cc2C(=O)N([C@@H](C)CO)C[C@@H]1C
  1.5 | ·
- C[C@H]1CN([C@@H](C)CO)C(=O)c2cc(-c3cccc(C#N)c3)cnc2O[C@@H]1CN(C)C(=O)c1cnccn1
  0.6 | 5
- C[C@H](CO)N1C[C@H](C)[C@H](CN(C)C(=O)Nc2ccc(F)cc2)Oc2ccc(NC(=O)Cc3ccccc3)cc2C1=O
  -0.7 | ·
- O=[N+]([O-])c1ccc(S(=O)(=O)NCCc2nc3ccccc3[nH]2)cc1
  0.0 | -5
- COC(=O)CSc1nc(-c2ccc(F)cc2)[nH]c1-c1ccc(C)cc1
  -1.0 | -2
- Cc1ccc(-c2ccc3c(c2)O[C@H](CN(C)C(=O)C2CCC2)[C@H](C)CN([C@H](C)CO)S3(=O)=O)cc1
  1.2 | 15
- CC(=O)N(C)C[C@H]1Oc2cc(-c3cncnc3)ccc2S(=O)(=O)N([C@@H](C)CO)C[C@H]1C
  -2.9 | -1
- C[C@H]1CN([C@@H](C)CO)C(=O)c2cc(-c3ccc(C#N)cc3)cnc2O[C@@H]1CN(C)CC1CCCC1
  0.1 | ·
- CC(C)NC(=O)Nc1ccc2c(c1)C(=O)N([C@H](C)CO)C[C@H](C)[C@H](CN(C)C(=O)CCC(F)(F)F)OCCCC[C@H](C)O2
  1.0 | 0
- COCC(=O)N(C)C[C@H]1Oc2ncc(-c3cccc(OC)c3)cc2C(=O)N([C@@H](C)CO)C[C@@H]1C
  -0.2 | ·
- Cc1noc(C)c1NC(=O)Nc1cccc2c1O[C@@H](CN(C)CC1CCCCC1)[C@H](C)CN([C@@H](C)CO)C2=O
  2.6 | 9
- O=C(Nc1cnn(C23CC4CC(CC(C4)C2)C3)c1)C1CC(c2ccc(Cl)c(Cl)c2)=NO1 (centres undefined)
  0.0 | ·
- COC(=O)C[C@H]1C[C@@H]2c3cc(NS(=O)(=O)c4ccccc4)ccc3O[C@@H]2[C@H](CO)O1
  0.2 | 4
- COc1ccc(S(=O)(=O)N(C)C[C@@H]2Oc3ccc(NS(C)(=O)=O)cc3CC(=O)N([C@H](C)CO)C[C@@H]2C)cc1
  1.6 | ·
- CCCNC(=O)N1[C@H](C#N)[C@@H](c2ccc(/C=C/c3ccccc3)cc2)[C@H]1CO
  -0.2 | ·
- C[C@H]1CN([C@@H](C)CO)C(=O)c2cccc(NC(=O)C3CCCCC3)c2O[C@@H]1CN(C)S(=O)(=O)c1ccc(Cl)cc1
  -12 | 1
- C[C@H]1[C@H](C)CC[C@]2(C(=O)O)CC[C@]3(C(=O)O)C(=CCC4[C@@]5(C)CC[C@H](O[C@@H]6O[C@@H](C)[C@H](O)[C@@H](O)[C@H]6O)C(C)(C)C5CC[C@]43C)[C@H]12 (some centres undefined)
  0.6 | 19
- C[C@H]1CN([C@@H](C)CO)C(=O)CCCn2cc(nn2)CO[C@@H]1CN(C)Cc1ccc(Oc2ccccc2)cc1
  -0.3 | 0

Individual results from above.
Entry of CCCNC(=O)N1[C@H](C#N)[C@@H](c2ccc(/C=C/c3ccccc3)cc2)[C@H]1CO under IDH1 mut inh: -0.2
Entry of C[C@H](CO)N1C[C@H](C)[C@H](CN(C)C(=O)Nc2ccc3c(c2)OCO3)Oc2ccc(NC(=O)CCCCCC(=O)Nc3ccccc3N)cc2CC1=O under PRC2 inh: -26
Entry of C[C@H]1CN([C@@H](C)CO)C(=O)c2cc(-c3cccc(C#N)c3)cnc2O[C@@H]1CN(C)C(=O)c1cnccn1 under IDH1 mut inh: 0.6
Entry of O=C(Nc1cnn(C23CC4CC(CC(C4)C2)C3)c1)C1CC(c2ccc(Cl)c(Cl)c2)=NO1 (centres undefined) under IDH1 mut inh: 0.0
Entry of COc1ccc(NC(=O)Nc2ccc3c(c2)[C@@H]2C[C@@H](CC(=O)NCC(F)(F)F)O[C@@H](CO)[C@@H]2O3)cc1 under PRC2 inh: 6

Continuation.
Values run as follows: IDH1 mut inh | PRC2 inh
- CCCC(=O)Nc1ccc2c(c1)OC[C@@H](C)N(C(=O)CN(C)C)C[C@@H](C)[C@@H](OC)CN(C)C2=O
  0.4 | 5
- COc1ccccc1-c1cn(CC[C@@H]2CC[C@@H](NS(=O)(=O)c3ccccc3C)[C@@H](CO)O2)nn1
  -1.2 | 6
- Cc1noc(C)c1NC(=O)N(C)C[C@H]1Oc2ccc(N(C)C)cc2C(=O)N([C@H](C)CO)C[C@@H]1C
  · | -2
- COC(=O)C[C@H]1C[C@H]2c3cc(NC(=O)Nc4ccccc4F)ccc3O[C@H]2[C@H](CO)O1
  0.2 | -12
- COc1ccccc1S(=O)(=O)N[C@H]1CC[C@@H](CCn2cc(C3CCCCC3)nn2)O[C@H]1CO
  -0.2 | 2
- C[C@@H]1CN([C@H](C)CO)C(=O)c2cc(NS(=O)(=O)c3ccccc3)ccc2O[C@@H](C)CCCCO[C@H]1CN(C)C(=O)NC1CCCCC1
  2.2 | ·
- O=C(NO)c1cccc(C(=O)N/N=C/c2cc(Br)c(O)c(Br)c2)c1
  -0.3 | -4
- Cc1ccc(S(=O)(=O)N[C@H]2C=C[C@@H](CC(=O)NCc3ccccc3F)O[C@@H]2CO)cc1
  -0.2 | -5
- COCC#Cc1ccc2c(c1)O[C@@H](CN(C)C(=O)Nc1ccccc1F)[C@H](C)CN([C@H](C)CO)S2(=O)=O
  -0.3 | -12
- Nc1nncn1C(=O)CCCOc1ccccc1
  1.0 | ·
- O=C(N/N=C/c1ccc(O)c(O)c1O)c1ccccc1O
  -1.4 | 20
- CC(C)(C)/C=N/NC(=O)CCCCCCC(=O)O
  · | 11
- CC(C)C#Cc1ccc2c(c1)O[C@@H](CN(C)C(=O)c1cnccn1)[C@H](C)CN([C@H](C)CO)S2(=O)=O
  -7.4 | -3
- CSc1cc(-c2nccs2)[nH]n1
  -1.7 | 6
- CO[C@@H]1CN(C)C(=O)c2cc(NS(=O)(=O)c3cccc(Cl)c3)ccc2OC[C@@H](C)NC[C@H]1C
  0.0 | 13
- COc1ccc2c(C)c(CCC(=O)O)c(=O)oc2c1C
  1.0 | -19
- Cn1c(SCC(=O)Nc2cccc3ccccc23)nnc1-c1cccs1
  0.6 | -5
- COc1ccc(S(=O)(=O)N(C)C[C@@H]2Oc3ncc(-c4ccc(F)cc4)cc3C(=O)N([C@H](C)CO)C[C@@H]2C)cc1
  0.1 | ·
- CC(C)NC(=O)Nc1ccc2c(c1)C(=O)N([C@H](C)CO)C[C@H](C)[C@@H](CN(C)C(=O)CCC(F)(F)F)OCCCC[C@@H](C)O2
  · | -9
- C[C@H](CO)N1C[C@H](C)[C@H](CN(C)Cc2ccc(-c3ccccc3)cc2)Oc2ccc(NS(C)(=O)=O)cc2C1=O
  -0.1 | ·

In the list so far, these have a COOH group.
Values run as follows: IDH1 mut inh | PRC2 inh
- Cc1cc(OC(=O)c2c(C)cc(O)cc2O)cc(O)c1C(=O)O
  0.2 | 4
- C[C@H]1[C@H](C)CC[C@]2(C(=O)O)CC[C@]3(C(=O)O)C(=CCC4[C@@]5(C)CC[C@H](O[C@@H]6O[C@@H](C)[C@H](O)[C@@H](O)[C@H]6O)C(C)(C)C5CC[C@]43C)[C@H]12 (some centres undefined)
  0.6 | 19
- CC(C)(C)/C=N/NC(=O)CCCCCCC(=O)O
  · | 11
- COc1ccc2c(C)c(CCC(=O)O)c(=O)oc2c1C
  1.0 | -19
